Mcl-1 Bim block = disrupts Bim peptide binding to human Mcl-1; AID 1009; hit rate 0.1% among 190,000; Bead-based flow cytometry, Bim peptide-Mcl-1 binding; Q07820; inhibition, % at 10 µM; in the data active = inhibition above about 40%;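 also: 0% = no compound tracer wells and 100% = peptide blocker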
Target sequence (Q07820 whole entry, looked up): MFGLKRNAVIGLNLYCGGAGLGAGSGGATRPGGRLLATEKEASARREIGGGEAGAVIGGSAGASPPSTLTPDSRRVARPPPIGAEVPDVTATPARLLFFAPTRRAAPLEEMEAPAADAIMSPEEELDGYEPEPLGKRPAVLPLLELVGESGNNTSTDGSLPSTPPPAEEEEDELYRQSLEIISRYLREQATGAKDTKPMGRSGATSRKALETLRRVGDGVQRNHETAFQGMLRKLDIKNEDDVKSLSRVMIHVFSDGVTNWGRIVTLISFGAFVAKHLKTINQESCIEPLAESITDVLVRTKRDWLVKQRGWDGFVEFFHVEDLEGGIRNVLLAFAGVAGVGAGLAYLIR
Mcl1-Bid inh = Mcl-1/Bid interaction inhibition; Q07820; TR-FRET Mcl-1/Bid-Dy647 peptide binding, 1536-well; inhibition, % at 21.7 µM; hit rate 0.97% among 220,000;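 active = compounds that cut the binding signal by more than half at the single screening dose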;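 also: His-tagged Mcl-1 with europium anti-His antibody binding Bid BH3 peptide; 0% = Mcl-1 plus peptide wells and 100% = peptide-only wells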
HRas wt GTP bind = modulators of GTP binding to human HRas wildtype; P01112; hit rate 0.14% among 190,000; GTP binding activity, % at 10 µM; GST-Ras wt beads, Bodipy-FL-GTP binding, flow cytometry; actives lie on both sides; AID 759;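 active = GTP binding activity at least 20% away from the 100% baseline, either lowered as inhibitor or raised as activator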;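 also: 0% = unlabeled GTP competition control and 100% = no-compound control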
Target sequence (P01112 whole entry, looked up): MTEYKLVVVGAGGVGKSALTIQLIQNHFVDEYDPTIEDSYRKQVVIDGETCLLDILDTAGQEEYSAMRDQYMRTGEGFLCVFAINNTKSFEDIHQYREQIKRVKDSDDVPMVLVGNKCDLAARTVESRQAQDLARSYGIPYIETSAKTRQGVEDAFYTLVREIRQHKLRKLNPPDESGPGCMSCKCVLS
Rab2A wt mod = changes GTP binding to wildtype dog Rab2A, up or down. GST-Rab2 wt beads, Bodipy-GTP binding, flow cytometry. hit rate 0.19% among 190,000. GTP binding activity, % at 10 µM;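 active = GTP binding activity at least 20 points away from 100%, either lowered or raised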;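 also: 0% = beads with excess unlabeled GTP and 100% = no-compound control corrected for plate trend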
Avidin fluor = avidin bead compound fluorescence profile. fluorescence (KMESF) at 10 µM. Avidin beads, compound fluorescence 488/530 nm, flow cytometry; stronger effect = higher value. hit rate 0.38% among 220,000; in the data active = fluorescence above about 47; also: inactives centre near 10
Rac1 mut GTP = human Rac1 activated mutant GTP binding change; hit rate 0.11% among 190,000; percent activity (GTP binding), % at 10 µM; GST-Rac1 activated beads, fluorescent GTP binding, flow cytometry; actives lie on both sides; 100% means binding = to untreated wells;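 active = GTP binding at least 20 percentage points away from the 100% baseline, in either direction, so actives lie on both sides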
Rab7 wt GTP bind = alters GTP binding to wildtype dog Rab7; hit rate 0.055% among 190,000; GST-Rab7 beads, fluorescent GTP binding, flow cytometry; actives lie on both sides; untreated = 100%, excess cold GTP = 0%; GTP binding activity (percent of control), % at 10 µM; AID 758;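 active = fluorescent GTP binding to Rab7 beads changed by at least 20 points from the 100% baseline, either direction, mostly lower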;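 also: median green fluorescence of bound Bodipy-FL-GTP per Rab7 bead population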
Mcl1 Noxa PPI = Mcl-1/Noxa interaction inhibition. TR-FRET Mcl-1/Noxa peptide binding, 2 h. hit rate 1.5% among 220,000. inhibition, % at 21.7 µM. Q07820;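 active = compounds that cut the protein-peptide binding signal by more than 50% relative to plate controls in a single-dose test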;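 also: His-tagged Mcl-1 with rhodamine Noxa BH3 peptide and terbium anti-His antibody; 0% = Mcl-1 plus Noxa peptide wells and 100% = peptide-only wells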
Pf gamet viab = P. falciparum stage V gametocyte viability inhibition; P. falciparum stage V gametocytes, ATP luminescence, 24 h; inhibition, % at 10.9 µM; hit rate 0.065% among 150,000; AID 743093;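 active = inhibition above the mean plus 3 SD of compounds within the control limits, set per campaign, cut at about 38% in these data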;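 also: 0% = DMSO wells and 100% = medium only without gametocytes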
Cdc42 wt = human Cdc42 wildtype GTP binding change, either direction; P60953; GST-Cdc42 beads, Bodipy-GTP binding, flow cytometry; actives lie on both sides; percent activity (GTP binding), % at 10 µM; hit rate 0.2% among 190,000; AID 761;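 active = percent activity GTP binding at least 20 points away from the 100% baseline, either down as inhibitor or up as activator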;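 also: median bead fluorescence of bound Bodipy-FL-GTP at 100 nM; 0% = excess unlabeled GTP control and 100% = no compound control; below 100% means less GTP binding so inhibitor and above means activator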
Target sequence (P60953 whole entry, looked up): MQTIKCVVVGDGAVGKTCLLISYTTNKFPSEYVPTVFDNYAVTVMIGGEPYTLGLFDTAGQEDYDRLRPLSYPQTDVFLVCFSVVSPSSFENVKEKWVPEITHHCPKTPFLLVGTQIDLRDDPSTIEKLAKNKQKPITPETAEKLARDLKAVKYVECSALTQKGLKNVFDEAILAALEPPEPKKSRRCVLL
Rac1 wt modul = human Rac1 wildtype GTP binding, inhibitors and activators; GST-Rac1 beads, fluorescent GTP binding, flow cytometry; actives lie on both sides; 0 = cold GTP competed, 100 = untreated; hit rate 0.27% among 190,000; GTP binding activity (% of control), % at 10 µM; AID 757;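 active = GTP binding activity at least 20 points away from the 100% control level, either lower or higher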
* = called active by the depositor; / = no result given. Random draw from the library; overall some 2.7% were active at least once.

nr	SMILES	Mcl-1 Bim block	Mcl1-Bid inh	HRas wt GTP bind	Rab2A wt mod	Avidin fluor	Rac1 mut GTP	Rab7 wt GTP bind	Mcl1 Noxa PPI	Pf gamet viab	Cdc42 wt	Rac1 wt modul
1	CCOc1ccccc1NC(=O)NCc1ccccc1F	0.0	-25.6	97.0	92.0	9	94.0	99.0	3.8	-12.8	93.0	99.0
2	O=C(Nc1cccc(F)c1)/C(=C\c1cccnc1)NC(=O)c1cccs1	-4.0	-9.0	101.0	99.0	10	98.0	102.0	-7.9	-21.9	101.0	99.0
3	O=[N+]([O-])c1cc(CN2CCN(c3cccc(C(F)(F)F)c3)CC2)c2cccnc2c1O	0.0	-3.4	92.0	89.0	23	90.0	94.0	-13.3	/	90.0	94.0
4	COC(=O)c1[nH]c2ccc(Br)cc2c1NC(=O)CN1CCN(C2CCCCC2)CC1	0.0	-16.1	101.0	99.0	20	100.0	96.0	15.7	/	100.0	99.0
5	O=C(Nc1ccccc1)/C(=C/c1ccccc1)NC(=O)c1ccco1	0.0	-15.7	95.0	98.0	12	96.0	102.0	6.9	13.5	94.0	100.0
6	O=C(CSc1oc(-c2cccs2)nc1S(=O)(=O)c1ccccc1)NC1CCCCC1	-2.0	21.2	106.0	106.0	14	100.0	96.0	19.7	/	105.0	102.0
7	O/N=C1\CC2(Cc3nonc31)OCCO2	1.0	-13.7	107.0	107.0	8	103.0	108.0	11.8	-0.8	106.0	106.0
8	CCN(CC)C(=O)CC(c1ccc(F)cc1)c1ccc(OC(C)C)cc1 (centres undefined)	0.0	-15.8	97.0	98.0	13	98.0	96.0	-2.6	/	99.0	101.0
9	COc1cc(C2C(C#N)=C(N)N(c3sc4c(c3C#N)CCCC4)C3=C2C(=O)CC(C)(C)C3)cc(OC)c1OC (centres undefined)	0.0	-29.3	98.0	97.0	5	98.0	97.0	10.4	/	96.0	99.0
10	NS(=O)(=O)c1ccc(CCN=C(NS(=O)(=O)c2cccs2)c2ccccc2)cc1	0.0	-24.9	96.0	96.0	9	97.0	95.0	7.4	1.5	96.0	99.0
11	Cn1c(=O)c2c(nc(CN3CCc4ccccc4C3)n2Cc2ccccc2)n(C)c1=O	-4.0	-9.0	100.0	97.0	/	95.0	94.0	4.3	/	101.0	102.0
12	CSc1ncnc2c1cnn2-c1ccc(C)cc1C	-1.0	-8.8	101.0	101.0	7	95.0	107.0	9.1	/	99.0	102.0
13	CC1CC(C)CN(C(=O)C(NS(=O)(=O)c2ccc(Br)s2)c2ccccc2)C1 (centres undefined)	0.0	-11.6	100.0	100.0	12	98.0	98.0	11.2	-22.9	95.0	101.0
14	C/C(=N\NC(=O)c1ccc(Cl)c(Cl)c1)c1ccc(Br)s1	-7.0	-29.4	101.0	98.0	23	100.0	100.0	-18.7	/	108.0	105.0
15	Cc1nc(N[C@@H](Cc2c[nH]c3ccccc23)C(=O)O)c2oc3ccccc3c2n1	0.0	-5.3	99.0	96.0	24	93.0	97.0	33.6	/	96.0	103.0
16	CCOC(=O)N1CCN(C(=O)c2c(O)c3cccc4c3n(c2=O)CC4)CC1	-2.0	-4.2	101.0	103.0	9	99.0	103.0	12.1	/	102.0	104.0
17	O=C(Nc1ccccc1)Nc1cccc(C(F)(F)F)c1	3.0	9.5	97.0	96.0	16	94.0	99.0	24.0	-5.0	98.0	97.0
18	O=C(Nc1ccccc1)OC1CCC2CC1CCC2OC(=O)Nc1ccccc1 (centres undefined)	-3.0	-12.3	102.0	101.0	2	100.0	102.0	17.9	-14.6	101.0	101.0
19	Cc1cc(C)c(S(=O)(=O)N2CCCOC2CNC(=O)C(=O)NCc2cccnc2)c(C)c1 (centres undefined)	-1.0	-9.9	100.0	98.0	11	101.0	98.0	-6.8	6.5	102.0	100.0
20	Cc1cc2nc(C)n(CCCNC(=O)Nc3ccc(C#N)cc3)c2cc1C	2.0	-16.6	93.0	93.0	8	95.0	91.0	/	/	95.0	93.0
21	Cc1ccc(C(=O)N2Cc3ccccc3CC2C(=O)O)cc1 (centres undefined)	-7.0	-5.2	102.0	101.0	31	100.0	101.0	-6.8	9.1	102.0	106.0
22	O=C(CO/N=C/c1cccc([N+](=O)[O-])c1)NC1CCCCC1	-6.0	-1.1	98.0	98.0	8	97.0	99.0	-9.2	-0.2	94.0	99.0
23	O=C1CC(C(=O)Nc2ccc(Br)cc2)C2(CCCC2)O1 (centres undefined)	0.0	-3.2	100.0	101.0	9	98.0	102.0	27.4	/	101.0	100.0
24	CCn1c(COc2ccccc2)nnc1SCC(=O)NCc1ccco1	0.0	-25.4	99.0	97.0	10	98.0	98.0	-18.1	8.6	98.0	101.0
25	CCCCC(=O)Nc1cc(Cl)ccc1C(=O)O	-4.0	-10.0	88.0	85.0	10	85.0	92.0	8.3	0.7	89.0	89.0
26	C/C(=N\NC(=O)COc1ccccc1-c1ccccc1)c1ccccn1	-8.0	-35.6	94.0	94.0	10	96.0	96.0	-59.1	17.6	96.0	97.0
27	CNC(=S)Nc1cccc(C(=O)O)c1	25.0	-47.2	98.0	100.0	10	96.0	104.0	18.2	6.2	101.0	101.0
28	CN1/C(=C/C(=O)C2CCC2)Sc2ccccc21	0.0	-46.7	96.0	98.0	22	97.0	94.0	8.7	0.8	97.0	100.0
29	COC(=O)c1sccc1NC(=O)c1cc(OC)cc(OC)c1	-3.0	3.9	91.0	90.0	4	88.0	90.0	-4.7	14.1	93.0	92.0
30	N#CC1=C(N)C2=C(N3CCCCC3)CCCC2C1(C#N)C#N (centres undefined)	1.0	-66.6	99.0	100.0	4	97.0	100.0	12.8	/	100.0	101.0
31	CC(=O)Cn1c(C(F)(F)F)nc2ccccc21	-6.0	-17.7	103.0	102.0	12	101.0	100.0	-6.3	/	104.0	107.0
32	COc1cccc(C(=O)OCC(=O)NC(=O)NC2CCCC2)c1O	-1.0	-14.0	95.0	94.0	11	95.0	93.0	23.1	-27.8	95.0	97.0
33	Cc1ccc(NC(=O)CN2C(=O)CN(C)C2=O)cc1S(=O)(=O)N1CCCCC1	0.0	-22.5	100.0	103.0	6	94.0	105.0	16.6	7.9	99.0	102.0
34	O=C(O)CCCC(=O)Nc1ccccc1C(=O)N1CCOCC1	0.0	-2.5	95.0	95.0	9	93.0	93.0	1.6	-0.8	92.0	96.0
35	CC1CCCCC1NC(=O)CO/N=C/c1ccccc1OC(F)F (centres undefined)	-2.0	-2.5	104.0	103.0	11	103.0	100.0	4.4	-4.0	104.0	107.0
36	COC(=O)C1=C(C)NC(C)=C(C(=O)OC)C1C1CC=CCC1 (centres undefined)	-4.0	-27.2	100.0	99.0	7	100.0	94.0	15.6	10.5	103.0	103.0
37	O=C(CC1SC(=O)N(c2ccccc2)C1=O)Nc1ccccc1 (centres undefined)	0.0	-39.9	100.0	97.0	9	95.0	96.0	13.4	4.9	97.0	104.0
38	CN(C)N1C(=O)CC(NNC(=O)c2ccncc2)C1=O (centres undefined)	3.0	-23.9	100.0	103.0	8	99.0	97.0	-18.4	9.7	98.0	98.0
39	CCCC(=O)Nc1ccc(NC(=O)C23CC4CC(CC(C4)C2)C3)cn1	-2.0	6.4	101.0	98.0	0	97.0	99.0	12.6	/	100.0	97.0
40	CCOc1ccc2nc(SCC(=O)NC(=O)NCc3ccco3)sc2c1	-3.0	-6.5	102.0	102.0	13	100.0	103.0	10.5	12.3	102.0	104.0
41	CCOC(=O)c1sc2nc(SCC(=O)NCc3ccco3)n(Cc3ccccc3)c(=O)c2c1C	-7.0	-0.5	101.0	99.0	9	99.0	100.0	8.1	/	103.0	103.0
42	Cc1cccc(N2CCN(C(c3ccc(N(C)C)cc3)c3nnnn3C(C)(C)C)CC2)c1C (centres undefined)	0.0	-23.8	99.0	100.0	11	100.0	98.0	0.1	/	99.0	101.0
43	Cc1ccc(Nc2nc3nonc3nc2N(C)C)cc1	-1.0	-36.6	97.0	99.0	10	97.0	100.0	0.6	13.4	99.0	100.0
44	C=CCn1c(Oc2cccc(C)c2)nc2c1c(=O)n(C)c(=O)n2C	1.0	-17.9	100.0	99.0	11	96.0	97.0	-0.6	-8.9	100.0	108.0
45	Cc1c(C(=O)NCc2cccnc2)oc2ccc(S(=O)(=O)N3CC(C)CC(C)C3)cc12 (centres undefined)	-2.0	-11.6	96.0	99.0	4	99.0	95.0	41.5	/	101.0	104.0

Some of the entries above, reformatted:
[38] CN(C)N1C(=O)CC(NNC(=O)c2ccncc2)C1=O (centres undefined)
[39] CCCC(=O)Nc1ccc(NC(=O)C23CC4CC(CC(C4)C2)C3)cn1
[40] CCOc1ccc2nc(SCC(=O)NC(=O)NCc3ccco3)sc2c1

screen / no.	38	39	40
Mcl-1 Bim block	3.0	-2.0	-3.0
Mcl1-Bid inh	-23.9	6.4	-6.5
HRas wt GTP bind	100.0	101.0	102.0
Rab2A wt mod	103.0	98.0	102.0
Avidin fluor	8	0	13
Rac1 mut GTP	99.0	97.0	100.0
Rab7 wt GTP bind	97.0	99.0	103.0
Mcl1 Noxa PPI	-18.4	12.6	10.5
Pf gamet viab	9.7	/	12.3
Cdc42 wt	98.0	100.0	102.0
Rac1 wt modul	98.0	97.0	104.0
